High-throughput results: PubChem BioAssay, Broad Institute
PAX8 reporter = inhibitors of PAX8-driven TPO luciferase reporter, primary screen, RMG-I cells, single concentration; SteadyGlo, 24 h; inhibition, % at 12.6 µM; actives 1.2% (n = 360,000); AID 652154, 2013;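 active = mean replicate inhibition at least 60% with every replicate also reaching 60%; inconclusive = only one of the two criteria is met; inactive = mean below 60% and not all replicates reaching 60%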;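 also: luciferase light reporting Pax8 driven TPO promoter activity; plate controls were median of neutral control wells for no effect and mitoxantrone controls for full effect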
FN deposit inh = inhibitors of fibronectin matrix deposition, primary screen, AH1F cells, Alexa488-fibronectin fluorescence, plate reader; AH1F fibroblasts, overnight; inhibition, % at 12.6 µM; actives 0.086% (n = 350,000);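 active = mean inhibition across replicates of 30% or more, regardless of how many single replicates reach that level; inconclusive = mean under 30% yet at least half of replicates reach 30%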;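 also: positive control wells lacked labelled fibronectin entirely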
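Assay system: AH1F fibroblasts / Quantity: 10000 cells per well / Medium: DMEM plus 2% serum, read in PBS / Reagent: labelled fibronectin 24 nM / Dosing: single dose, pinned / Times: 1 h cell attachment, overnight exposure to compound and label / Signal: fluorescence, ex 485 nm, em 525 nm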
miR-122 sensor = miR-122 Renilla sensor signal increase in Huh7, primary screen, miR-122 inhibitor project, cell-based, single point, plate reader; Huh7 miR-122 Renilla luciferase sensor, 48 h; neutral wells = 0, positive control = 100; activation (reporter increase), % at 12.5 µM; actives 0.3% (n = 340,000);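 active = mean replicate activation score at least 90 and every replicate individually at or above 90; inconclusive = only one of the two criteria met; inactive = neither criterion met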;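 also: higher luciferase means less miR-122 activity so hits act as miR-122 inhibitors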
INS-1E GSIS act = GLuc luminescence reporter in INS-1E cells, primary screen for activators of glucose-dependent secretion of insulin. INS-1E GLuc reporter insulin secretion, 2-3 h. activation, % at 16.6 µM. actives 0.61% (n = 370,000). AID 743287, 2014;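 active = lowest replicate activation of at least 40%, so every replicate reaches that level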;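 also: 0% = median of neutral control wells and 100% = median of IBMX positive control wells; some compounds called inactive have numbers as strong as hits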
EWS-Fli inh = EWS/Fli-driven NR0B1 reporter inhibitors, primary screen, A673 cells, NR0B1 luciferase, luminescence, MLPCN library. actives 0.67% (n = 350,000). viability-normalised. inhibition, % at 12.6 µM;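 active = mean inhibition of at least 50% after viability correction, with every replicate also passing that limit; inconclusive = mean reaches 50% but only one of two replicates passes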;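 also: firefly luciferase signal divided by Alamar Blue viability fluorescence both relative to DMSO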
DENV2 CPE = inhibitors of DENV2 cytopathic effect, primary screen, cell-based, plate reader, single concentration. DENV2-infected cells, cytopathic effect rescue. CPE inhibition, % at 9.99 µM. actives 1.7% (n = 350,000). AID 651640, 2012; in the data active = CPE inhibition above about 20%, passing the limit was not always enough; inconclusive = no clear call, values can overlap the other calls; tested in BHK-21 cells;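 also: 0% = median of neutral control wells and 100% = median of positive control wells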
F508del corr = F508del CFTR correction, initial screen, CFBE line, single point; actives 0.36% (n = 350,000); CFBE cells, YFP halide quenching; stimulated with forskolin plus potentiator P3; % fluorescence drop versus neutral controls; activity (quench increase), % at 7.58 µM;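 active = mean added fluorescence quench of at least 8% versus neutral control, with both replicates also reaching 8%; inconclusive = only one of the mean or replicate conditions met; inactive = mean below 8% and not both replicates reaching 8%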;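 also: cells transiently co-express mutant CFTR-F508del with the halide-sensitive YFP; corrector assay measuring rescue of mutant channel to the surface after 24 h compound exposure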
Active calls of the source: *; ? = inconclusive; · = not tested or not shown; & = joins results of further samples; [ ] = dose if it differs, or a comment.

SMILES | PAX8 reporter | FN deposit inh | miR-122 sensor | INS-1E GSIS act | EWS-Fli inh | DENV2 CPE | F508del corr
COCc1cn(CC[C@H]2CC[C@@H](NC(=O)c3ccc(F)cc3)[C@@H](CO)O2)nn1 | 3 | 13 | · | 16 | -7 | -5 | -1.4
Cc1cccc(-c2noc(CNC(=O)c3ccoc3C)n2)c1 | -6 | -4 | · | 15 | 0 | 13 | 2.6
O=C(C[C@H]1CC[C@@H](NC(=O)C2CC2)[C@@H](CO)O1)NCc1ccncc1 | 5 | -10 | · | 9 | 6 | -10 | 1.3
C[C@@H]1CN([C@H](C)CO)C(=O)Cc2cc(N(C)C)ccc2O[C@@H]1CN(C)CC1CC1 | -3 | -1 | 4[16.7 µM] | 26 | -1 | 4 | -1.8
O=C(CSC1=NS(=O)(=O)c2cc(Cl)ccc2N1)Nc1ccccc1C(F)(F)F | -1 | 0 | 9 | 23 | 0 | 6 | 0.9
CCOC(=O)Cc1csc(NC(=O)CSC2=NCCS2)n1 | 15 | -4 | · | -9 | 9 | -5 | 0.1
CCc1ccc(NC(=S)Nn2cnnc2)cc1 | -23 | · | · | 10 | -7 | 2 | -2.2
O=CNc1cc(-c2ccc(C(=O)NC3CC3)cc2)cn2c(-c3ccc(F)c(Cl)c3)cnc12 | 47 | 8 | · | -6 | -13 | -14 | 1.7
COc1ccc(CCNC(=O)CSCC(=O)Nc2cc(S(C)(=O)=O)ccc2Cl)cc1 | 4 | -8 | 5 | 15 | 1 | 5 | 0.1
CCN1CCN(Cc2ccc(NC(=O)c3cc(NC(=O)c4cc(C)on4)cc(OC)c3)cc2C(F)(F)F)CC1 | 12 | 7 | -7&-12 | -1 | 10 | -9 | -0.1
COc1ccc(S(=O)(=O)N2CCCCC2)cc1NC(=O)C1CC(=O)N(c2ccc3c(c2)OCCO3)C1 (stereo not given) | 3 | 16 | · | -13 | 8 | -7 | -0.5
CCCCCOC(=O)c1ccc(NC(=O)c2cccc(NC(=O)c3ccccc3C(=O)O)c2)cc1 | 17 | 2 | 4 | -7 | -3 | ? | 1.9
CC(=O)Nc1ccc(S(=O)(=O)Nc2nc3ccc([N+](=O)[O-])cc3s2)cc1 | 7 | -4 | · | 13 | 4 | -5 | -1.5
O=C(C[C@H]1CC[C@H]2[C@@H](COC[C@H](O)CN2Cc2ccc(Oc3ccccc3)cc2)O1)Nc1nccs1 | 23 | -11 | -19[16.7 µM] | -12 | 19 | -3 | 1.4
CCCNC(=O)N1[C@@H](C#N)[C@@H](c2ccc(-c3cccc(OC)c3)cc2)[C@@H]1CO | 7 | -2 | · | -7 | 11 | 7 | 1.0
CO[C@@H]1CC[C@@H]2CCOc3ccc(C#N)cc3C(=O)N(C)C[C@H](C)C(=O)N(C)C[C@@H]1O2 | 1 | 7 | · | 3 | 1 | 0 | ·
CCCCOc1ccc(C(=O)OCC(=O)c2c(N)n(C)c(=O)n(C)c2=O)cc1 | -8 | -1 | 0 | -2 | 7 | 4 | 0.5
C[C@H]1CN([C@@H](C)CO)C(=O)c2cc(NC(=O)Nc3cccc4ccccc34)ccc2O[C@@H]1CN(C)C(=O)Nc1ccc2c(c1)OCO2 | 29 | · | -6[16.7 µM] | 15 | -51 | 23* | 4.1
C[C@@H]1CCCCO[C@H](CN(C)C)[C@@H](C)CN([C@@H](C)CO)C(=O)c2cc(NC(=O)Nc3ccc4c(c3)OCO4)ccc2O1 | -25 | · | 4[16.7 µM] | -6 | -8 | 15 | -3.0
C(=C/c1nccc2c1[nH]c1ccccc12)/c1ccc2c(c1)OCO2 | -22 | -6 | · | 16 | -8 | -8 | 1.3
COc1ccc(C)cc1S(=O)(=O)N1CCC(C(=O)N2CCOCC2)CC1 | -10 | 6 | -6 | · | · | · | ·
O=C(C1CCCCC1)N1CC(=O)N2[C@H](C1)[C@H](c1ccc(-c3cccnc3)cc1)[C@@H]2CO | · | · | · | 10 | · | 8 | 0.9
C[C@@H]1CCCCO[C@@H](CN(C)C(=O)c2ccncc2)[C@@H](C)CN([C@H](C)CO)C(=O)c2cc(NC(=O)NC3CCCCC3)ccc2O1 | -11 | · | 0[16.7 µM] | -8 | -4 | 27* | -3.4
Cc1onc(-c2ccccc2Cl)c1C(=O)Nc1nnc(C(C)C)s1 | -18 | 16 | -4 | · | 5 | 0 | 0.5
Cc1noc(C)c1NC(=O)N(C)C[C@@H]1Oc2c(NC(=O)Nc3ccc(C(F)(F)F)cc3)cccc2C(=O)N([C@H](C)CO)C[C@@H]1C | · | · | -9[16.7 µM] | -13 | 7 | 10 | -1.2
COc1ccc(OC(=O)OCc2ccccc2)cc1 | -19 | 0 | · | 3 | 4 | 5 | 2.2
C[C@@H]1CN([C@H](C)CO)C(=O)c2cccc(NS(=O)(=O)c3ccc(F)cc3)c2O[C@@H]1CN(C)S(=O)(=O)c1ccc(F)cc1 | -21 | · | 2[16.7 µM] | -5 | 25 | -8 | -3.2
COc1ccccc1-n1c(CNc2c(C)cccc2C)nnc1SCC(=O)N1CCOCC1 | 11 | -4 | -16 | · | · | · | ·
O=[N+]([O-])c1ccc(SN2CCCCC2)c([N+](=O)[O-])c1 | -25 | 5 | · | -11 | -2 | ? | 1.5
C[C@H](CO)N1C[C@H](C)[C@@H](CN(C)C(=O)CCN2CCCCC2)Oc2ncc(C#Cc3ccccc3)cc2C1=O | · | · | 3[16.7 µM] | -6 | 1 | -7 | 0.1
Cc1ccc(NC(=O)[C@H](C)NC(=O)C2CCN(C(=O)[C@H](CC(C)C)NC(=O)OC(C)(C)C)CC2)cc1 | 11 | -2 | 5 | -11 | 4 | -8 | -1.0
CC(C)(C)c1ccc(C(=O)NCC(=O)N2CCCCCC2)cc1 | 4 | 2 | · | -12 | -11 | -3 | -0.3
CCCSCCCNC(=O)Cn1cc2c(n1)CCCCC2 | 16 | -5 | · | -6 | 1 | 1 | 1.2
C/C(Cc1ccccc1)=N\NC(=O)CNC(=O)/C=C\c1ccccc1 | 11 | -15 | 9 | -3 | 11 | 5 | 0.1
COc1ccc(CNC(C)CCc2ccccc2)cc1 (stereo not given) | -31 | 6 | 2 | · | 10 | 1 | 2.9
CCc1ccccc1NC(=O)N1CCc2ccccc2C1 | · | -3 | · | 7 | · | -8 | -4.9
Cc1c(C(=O)NCCC#N)sc(=O)n1Cc1ccccc1F | -1 | 2 | · | 10 | -3 | -8 | 4.3
CCOc1ccc(NC(=S)N(CCCN2CCCC2)Cc2cccn2Cc2ccc(Cl)cc2)cc1 | -32 | -6 | -33 | -8 | 5 | -1 | -2.1
COC(=O)C1CCN(S(=O)(=O)CCNC(=O)c2cccc(OC)c2)CC1 | 2 | 0 | -4 | 10 | -6 | ? | 3.4
O=C(NCC[C@H]1CC[C@@H](NS(=O)(=O)c2ccccc2F)[C@@H](CO)O1)c1ccc(F)cc1 | -3 | 7 | -9[16.7 µM] | -3 | -3 | -2 | 1.9
C[C@@H]1CN([C@@H](C)CO)C(=O)CCCn2cc(nn2)CO[C@@H]1CN(C)Cc1cccc(C(F)(F)F)c1 | · | 3 | 4[16.7 µM] | 12 | 2 | -2 | -1.6
Cc1c(-c2ccccc2)nc(N)c(C#N)c1-c1cccs1 | 3 | 0 | 5 | · | · | · | ·
O=c1[nH]c(-c2ccc(Cl)cc2)nc(=S)[nH]1 | 1 | -8 | · | -1 | -2 | 7 | -2.2
O=C(Nc1c[nH]c(=O)[nH]c1=O)c1ccccc1Br | 12 | 7 | -1 | 4 | -10 | -1 | 0.1
CCC(C)n1[nH]c(=O)c2c(C)cc(C)nc21 (stereo not given) | -11 | -11 | -1 | · | · | · | ·
NC(=O)C1CCCN(Cc2ccc(Cl)cc2)C1 (stereo not given) | · | -1 | -2 | 5 | · | · | ·
O=C(COC(=O)c1cccc(F)c1)NC(=O)NCc1ccccc1 | 8 | 5 | -14 | 9 | -3 | 6 | -0.2
C=CCn1c(CCNC(=O)c2cccs2)nnc1SCC(=O)Nc1cccc(F)c1 | · | -1 | -1 | -1 | · | · | ·
C/C(=N/N=C(/N)SCc1ccccc1)C(C)(C)C | -31 | · | · | 5 | -24 | -5 | -0.8
Cc1nnc(SCCCN2C(=O)c3ccccc3C2=O)o1 | -10 | -1 | 1 | · | · | · | ·
COc1ccc(NC2CCCN(C(=O)c3cccnc3)C2)cc1 (stereo not given) | -10 | 6 | 1 | 2 | · | -1 | 0.5
COc1ccc(-c2nc(CSCC(=O)NCc3ccc4c(c3)OCO4)c(C)o2)cc1 | 5 | 8 | -7 | · | 45 | 4 | -4.7
C[C@H]1CN([C@@H](C)CO)C(=O)Cc2cc(NC(=O)CCCCCC(=O)Nc3ccccc3N)ccc2O[C@H]1CN(C)Cc1ccncc1 | -14 | · | 5[16.7 µM] | -8 | 9 | -5 | 0.7
Cc1ccc(S(=O)(=O)N[C@H]2CC[C@H](CC(=O)NCCN3CCCCC3)O[C@@H]2CO)cc1 | -9 | 9 | · | 2 | -1 | -6 | 2.8
COc1ccc(NC(=S)NNC(=O)CCn2cc([N+](=O)[O-])cn2)cc1 | 4 | 3 | · | -3 | 6 | 18 | -1.7
CCc1ccc(OCCn2ccnc2)cc1 | -14 | -3 | 3 | -1 | 2 | 1 | 1.2
Cc1cccc(S(=O)(=O)N2CCC[C@H]2C(=O)N2CCC[C@@H]2C(=O)NCc2ccccc2)c1 | -1 | 0 | · | -15 | 1 | -4 | -0.1
COc1cccc(OCc2cc(C(=O)NC(C)c3cnn(C)c3C)no2)c1 (stereo not given) | -91 | 12 | · | 0 | · | 5 | 0.0
O=C(NC(=O)c1ccccc1)Nc1ccc(-c2cnco2)cc1 | -30 | -1 | 6 | 7 | -89 | 1 | 5.3
COc1ccc(-n2nc3c(c2NC(=O)c2ccccc2)CS(=O)(=O)C3)cc1 | 7 | -8 | -2 | 21 | -3 | -7 | 3.6

Other records
SMILES | PAX8 reporter | FN deposit inh | miR-122 sensor | INS-1E GSIS act | EWS-Fli inh | DENV2 CPE | F508del corr
CC(=O)Nc1c([N+](=O)[O-])cc(C)c(Cl)c1[N+](=O)[O-] | 13 | -30 | · | 2 | 10 | 6 | -1.7
CC1CN(Cc2ccccc2)C(C)CC1O (stereo not given) | -11 | 22 | 2 | 13 | 4 | · | -0.8
COc1ccc(/C=C(/NC(=O)c2cccs2)C(=O)Nc2ccc(C)cc2)cc1OC | 14 | -4 | · | 1 | 2 | 3 | ·
COCCCNC(=O)Cn1cnc2c(OCc3ccccc3)ncnc21 | 4 | 10 | -4 | 3 | -1 | 13 | 1.4
CO[C@H]1CN(C)C(=O)c2ccc(NC(=O)C3CCC3)cc2OC[C@@H](C)N(C(=O)NC(C)C)C[C@@H]1C | · | 8 | -11[16.7 µM] | 5 | 9 | 0 | 0.4
O=C(C1CCCCC1)N1C[C@H](O)[C@@H](n2cc(-c3ccc(F)cc3)nn2)C[C@@H]1c1ccccc1 | -6 | -1 | 4 | -17 | -1 | -5 | -2.2

Single records (already shown). Screens in order: PAX8 reporter | FN deposit inh | miR-122 sensor | INS-1E GSIS act | EWS-Fli inh | DENV2 CPE | F508del corr
O=C(CSC1=NS(=O)(=O)c2cc(Cl)ccc2N1)Nc1ccccc1C(F)(F)F across the screens: -1 | 0 | 9 | 23 | 0 | 6 | 0.9
COCc1cn(CC[C@H]2CC[C@@H](NC(=O)c3ccc(F)cc3)[C@@H](CO)O2)nn1 across the screens: 3 | 13 | · | 16 | -7 | -5 | -1.4
COc1cccc(OCc2cc(C(=O)NC(C)c3cnn(C)c3C)no2)c1 (stereo not given) across the screens: -91 | 12 | · | 0 | · | 5 | 0.0
